FBW7 activator – human FBW7 E3 ligase activation, primary screen; AlphaScreen FBW7–phospho-cyclin E peptide binding, activator screen; normalized activity (activation), % at 26.1 µM; 650,000 compounds, 0.13% hits; in the data active = normalized activity above about 1.9%;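 note: purified mutant Fbw7 with reduced substrate affinity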
Target sequence (Q969H0 whole entry, looked up): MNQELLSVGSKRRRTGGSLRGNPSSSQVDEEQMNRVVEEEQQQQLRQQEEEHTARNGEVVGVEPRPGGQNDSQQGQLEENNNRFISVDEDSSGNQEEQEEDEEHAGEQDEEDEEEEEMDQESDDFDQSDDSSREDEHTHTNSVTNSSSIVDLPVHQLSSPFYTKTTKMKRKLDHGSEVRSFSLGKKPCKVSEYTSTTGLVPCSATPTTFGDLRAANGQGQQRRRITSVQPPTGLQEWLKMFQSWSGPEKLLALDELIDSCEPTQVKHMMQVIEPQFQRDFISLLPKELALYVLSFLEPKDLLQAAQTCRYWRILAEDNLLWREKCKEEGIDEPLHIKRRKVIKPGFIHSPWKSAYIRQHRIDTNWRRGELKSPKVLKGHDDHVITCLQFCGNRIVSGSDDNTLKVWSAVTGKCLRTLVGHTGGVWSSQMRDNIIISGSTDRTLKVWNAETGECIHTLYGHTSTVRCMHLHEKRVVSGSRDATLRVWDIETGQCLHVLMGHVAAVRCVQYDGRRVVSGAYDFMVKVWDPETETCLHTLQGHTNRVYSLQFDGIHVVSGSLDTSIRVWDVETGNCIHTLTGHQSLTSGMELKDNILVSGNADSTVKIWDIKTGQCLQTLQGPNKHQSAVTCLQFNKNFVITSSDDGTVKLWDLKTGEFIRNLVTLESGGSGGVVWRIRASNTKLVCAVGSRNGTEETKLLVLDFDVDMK
GPR151 activ – human GPR151 activation | PathHunter beta-arrestin GPR151 cells, luminescence | activation, % at 11.2 µM | 650,000 compounds, 1% hits | AID 1508602; in the data active = activation above about 4.9%;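 note: 0% = median of compound wells and 100% = cells with positive control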
TEAD-YAP block – TEAD-YAP interaction inhibition. HEK-TIYL cells, TEAD-Gal4/YAP UAS-luciferase luminescence. inhibition, % at 9.12 µM. 640,000 compounds, 1.4% hits; in the data active = inhibition above about 32%;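 note: 0% = median of test compound wells and 100% = reference inhibitor wells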
MITF inh – blocks human microphthalmia-associated transcription factor; O75030; AlphaScreen MITF homodimerization, bead proximity signal; inhibition, % at 2.6 µM; 650,000 compounds, 0.91% hits; AID 1259374; in the data active = inhibition above about 50%;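 note: 0% = vehicle wells with protein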
* = called active by the depositor.

No.	Compound	FBW7 activator	GPR151 activ	TEAD-YAP block	MITF inh
1	Cc1cc(NCCN2CCOCC2)nc(NCCN2CCOCC2)n1	0.0	-1.3	5	7
2	O=C(NCCc1ccc(Br)cc1)c1cc(-c2ccc3[nH]ncc3c2)ccn1	0.1	1.1	-4	18
3	COc1ccc(/C=C2\C(=N)N3N=C(N4CCC(C)CC4)SC3=NC2=O)cc1OC	0.1	3.3	0	6
4	CCCCN(C)C(=O)c1sc2nc(C)nc(N3CCCCC3)c2c1C	0.4	-0.9	-7	12
5	Oc1cc(C2CCCCC2)cc(C2CCCCC2)c1	0.1	1.7	6	0
6	COc1ccc(CCN2C(=S)NC3c4ccccc4OC2(C)C3C(=O)Nc2ccc(C)cc2C)cc1OC (centres undefined)	0.0	1.7	7	12
7	Cn1c(=O)c2c(SCC(=O)NCc3ccco3)ccnc2n(C)c1=O	0.0	0.4	5	8
8	CCc1ccc(NC(=O)COc2ccccc2Cl)cc1	0.2	0.8	-36	2
9	CC(=O)Nc1ccc(N(C(=O)Cn2nnnc2N)C2(C(=O)Nc3ccccc3C)CCCCC2)cc1	-0.1	-0.7	-4	-1
10	COc1ccc(/C=c2\sc3n(c2=O)C(c2c(OC)ccc4ccccc24)C(C(C)=O)=C(C)N=3)cc1OC (centres undefined)	-0.2	1.2	6	3
11	Cc1cc([N+](=O)[O-])nn1CC(=O)Nc1cc(Oc2cccnc2)cc([N+](=O)[O-])c1	0.0	-0.3	-10	1
12	CNc1ccccc1C(=O)OCC(=O)c1ccc(C)c(C)c1	0.3	0.9	-38	-3
13	CN(Cc1ccc(F)cc1)C(=O)CC1(c2ccccc2Cl)CC(=O)N(C)C1=O (centres undefined)	0.0	-2.2	-3	13
14	Cc1ccc(OCC(=O)NNC(=S)NC(=O)C(C)(C)C)c(Br)c1	-0.1	0.2	-5	-6
15	COC(=O)c1ccc2c(c1)C(=O)/C(=C\c1ccccc1O)O2	0.1	0.7	-31	-1
16	O=C(COc1ccccc1[N+](=O)[O-])Nc1ccc2oc(-c3cccc(F)c3)nc2c1	0.4	-0.2	5	16
17	c1ccc(-c2csc(Cc3nnc4n3CCCCC4)n2)cc1	0.1	0.6	-11	6
18	Cc1[nH][nH]c(=O)c1C(c1cc2c(cc1Br)OCO2)c1c(C)[nH][nH]c1=O	-0.6	-0.8	-2	20
19	CC(=O)c1ccc(NC(=O)c2cc3nc(-c4ccc(C)cc4)cc(C(F)(F)F)n3n2)cc1	-0.1	-0.6	-9	-3
20	COCCNC(=O)c1cnc2sccn2c1=O	-0.1	-0.4	-2	10
21	Cc1n(CC(=O)c2ccc3c(c2)OCCO3)cc[n+]1C	1.3	0.1	-7	17
22	O=C(C1CCNCC1)N1CCc2ccccc2C1	-0.1	0.1	-8	60*
23	COC(=O)CC12CC3CC(C1)CC(CC(=O)OC)(C3)C2	0.5	-1.4	16	-5
24	CN(C)CCCN(C(=O)c1ccc(F)cc1)c1nc2ccc(F)cc2s1	-0.2	1.1	-13	-7
25	Nc1c(C(=O)NC2CC2)sc2nc(-c3cccs3)cc(C(F)(F)F)c12	-0.1	-0.2	9	-7
26	C#CCN1C(=O)C(O)(CC(=O)c2ccc3c(c2)CCCC3)c2ccccc21 (centres undefined)	0.0	-1.0	-3	8
27	CCN(c1ccccc1)S(=O)(=O)c1nnc(NC(=O)C(C)(C)C)s1	0.0	1.3	8	3
28	O=C(CSc1nnc(NC(=O)C2CC2)s1)c1ccccc1	0.2	0.1	-3	-1
29	COc1cc(Nc2nc(SCC(=O)c3ccc(Cl)cc3)nc3ccccc23)cc(OC)c1	-0.2	1.7	9	1
30	CCOC(=O)C1=C(CN2CCC(C(N)=O)CC2)NC(=O)NC1c1ccc(Cl)cc1 (centres undefined)	0.1	-0.6	0	7
31	CSc1ccc(-c2nc3cnccn3c2Nc2ccc3c(c2)OCO3)cc1	0.4	1.5	-1	-5
32	CC(C)n1nccc1-c1nnc(NC(=O)C(C)(C)Oc2ccc(Cl)cc2)o1	-0.8	-0.1	37*	31
33	COc1cc(C(=O)Nc2sc3c(c2C#N)CCC(C)C3)cc(OC)c1OC (centres undefined)	0.9	-0.1	9	9
34	COc1cccc(NC(=O)CN(CCc2ccccc2)S(=O)(=O)c2ccc(Br)cc2)c1	0.1	0.2	2	8
35	Cc1ccc(C(=O)n2cnnc2N)cc1Cl	0.0	1.2	2	-5
36	CCN(CC)C(=O)C1CCCN(Cc2ccc(O)c(OC)c2)C1 (centres undefined)	0.9	-0.2	9	33
37	CCCc1cc(N2CCN(c3ccc(OC)cc3)CC2)n2cnnc2n1	-0.1	-0.3	42*	-5
38	COc1ccc(S(=O)(=O)NCCc2sc(-c3ccc(C)cc3)nc2C)cc1OC	0.0	1.7	-13	-7
39	CC(c1ccccc1)N1C(=O)CC(Sc2ncccc2C(=O)O)C1=O (centres undefined)	0.0	-1.4	-9	9
40	O=C(NCCc1c[nH]c2ccccc12)C(Cl)Cl	0.3	1.8	15	-5
41	CCOC(=O)c1c(NC(=O)c2cccc(N3C(=O)CCC3=O)c2)sc2c1CCN(C)C2	0.0	-0.3	6	-8
42	Cn1c(NCc2ccco2)nc2c1c(=O)n(Cc1ccccc1Cl)c(=O)n2C	-0.1	-0.5	1	-6
43	COc1ccccc1OCC(=O)Oc1ccc(Br)cc1	0.5	3.3	-2	20
44	CCOc1ccc(NC(=O)c2cc3c(=O)n(C)c4ccccc4c3n2C)cc1	0.1	-0.2	7	-7
45	O=C1CCCN1CCCNc1nc(NCc2cccnc2)c2ncn(-c3ccsc3)c2n1	-0.5	-1.8	12	26
46	COCCN1C(=O)c2cc(C(=O)Nc3ccccc3F)ccc2C1Nc1ccccc1F (centres undefined)	1.2	-1.0	7	4
47	O=C(CCN1CCN(c2ccccc2F)CC1)Nc1ccc2c(c1)OCO2	-0.1	-0.7	-11	2
48	O=C(Nc1cccc(F)c1)c1cnc2n(c1=O)CCS2	-0.1	-1.3	-15	-15
49	c1ccc(CN2CCC(Nc3nc(NCc4cccnc4)nc4nc[nH]c34)CC2)cc1	0.1	-1.7	12	13
50	COc1ccc(-c2cn3c(C(=O)Nc4cc(C)ccc4C)csc3n2)cc1	0.2	-0.3	12	13

The listing continues.
No.	Compound	FBW7 activator	GPR151 activ	TEAD-YAP block	MITF inh
51	CC(=O)CC(=O)NC12CC3CC(CC(C3)C1)C2	0.0	-1.7	1	-1
52	COc1ccccc1N1CCN(c2nnnn2-c2ccccc2)CC1	-0.2	-0.6	37*	3
53	COc1ccccc1C(=O)NCc1n[nH]c(=S)n1-c1cccc(C(F)(F)F)c1	0.1	-0.3	-3	-11
54	COc1ccc(CN2CCN(C/C=C/c3ccccc3)CC2)c(OC)c1OC	-0.1	0.0	13	41
55	CCOc1cc(CN2CCc3nnc(CCNC(=O)c4ccco4)n3CC2)ccc1OC	0.2	0.0	-6	5
56	O=C(O)/C(CC(=O)c1ccc(Cl)cc1)=N/Nc1ccc([N+](=O)[O-])cc1[N+](=O)[O-]	-0.1	3.2	-4	4
57	O=C(CSCc1ccccc1)Nc1ccccc1	0.0	-0.4	-65	4
58	CCOc1ccc(CNc2ccc(N3CCOCC3)c(C(=O)O)c2)cc1OC	0.7	-0.2	10	7
59	CC(=O)c1ccc(COC(=O)Cc2ccc([N+](=O)[O-])cc2)cc1	-0.3	-0.3	4	-7
60	O=C(O)Cn1cc(/C=C2\NC(=S)N(c3ccccc3)C2=O)c2ccccc21	-0.1	-0.6	-2	3
61	O=C(O)CCNC(=O)/C(=C/c1ccccc1)NC(=O)c1ccccc1Cl	0.2	0.7	19	8
62	O=C(Nc1ccc(Cl)cc1F)c1ccc(SCC(=O)N2CCCCC2)c([N+](=O)[O-])c1	0.0	2.3	-2	-1
63	CCOC(=O)N1CCC(N2CCCC(CNC(=O)c3ccc(-c4ccccc4)cc3)C2)CC1 (centres undefined)	-0.2	1.7	-1	10
64	O=C(O)CCCCCNC(=O)/C(=C/c1ccc2c(c1)OCO2)NC(=O)c1ccc(Br)cc1	0.0	-0.4	1	-12
65	CC1=CC(=O)C=C(C)C1=NOS(=O)(=O)c1ccc(Br)cc1	0.1	-0.9	5	21
66	COc1ccc(C2C(C(C)=O)=C(Nc3ccc(Br)cc3)CC(C)(O)C2C(C)=O)cc1 (centres undefined)	-0.1	0.4	-1	-33
67	CC(C)CN(CC(C)C)C(=O)CN1C(=O)NC(Cc2c[nH]c3ccccc23)C1=O (centres undefined)	-0.1	1.4	8	-21
68	CCOc1ccc(N(C(=O)c2c(F)cccc2Cl)C2C=CS(=O)(=O)C2)cc1 (centres undefined)	0.1	0.9	18	6
69	CCOc1ccc(N2C(=O)CC(N3CCN(CC)CC3)C2=O)cc1 (centres undefined)	0.0	0.7	4	3
70	C/C(N)=C(/C#N)C(=O)CSc1nncn1-c1ccccc1	0.0	1.7	0	2
71	C=CCNc1nc(N2CCCCC2)nc(N2CCCCC2)n1	0.0	1.4	5	5
72	COc1cc(Cl)c(C)cc1NC(=O)c1cc(S(=O)(=O)NCCc2ccccc2)ccc1F	0.0	0.7	-1	12
73	Cn1c(=O)c2c(-c3ccccn3)c(NCc3ccccc3)oc2n(C)c1=O	-1.2	-1.1	-5	35
74	COC(=O)c1nc2n(n1)C(c1ccc(C)cc1)C(C(=O)OC1CCCCC1)=C(C)N2 (centres undefined)	-0.1	-0.1	3	-4
75	O=C(CN1Cc2ccccc2C1=O)NCc1ccc(F)cc1	0.3	0.9	3	8

A draw from above in order of molecular weight, ascending.
No.	Compound	FBW7 activator	GPR151 activ	TEAD-YAP block	MITF inh
51	CC(=O)CC(=O)NC12CC3CC(CC(C3)C1)C2	0.0	-1.7	1	-1
75	O=C(CN1Cc2ccccc2C1=O)NCc1ccc(F)cc1	0.3	0.9	3	8
70	C/C(N)=C(/C#N)C(=O)CSc1nncn1-c1ccccc1	0.0	1.7	0	2
71	C=CCNc1nc(N2CCCCC2)nc(N2CCCCC2)n1	0.0	1.4	5	5
69	CCOc1ccc(N2C(=O)CC(N3CCN(CC)CC3)C2=O)cc1 (centres undefined)	0.0	0.7	4	3
65	CC1=CC(=O)C=C(C)C1=NOS(=O)(=O)c1ccc(Br)cc1	0.1	-0.9	5	21
54	COc1ccc(CN2CCN(C/C=C/c3ccccc3)CC2)c(OC)c1OC	-0.1	0.0	13	41
58	CCOc1ccc(CNc2ccc(N3CCOCC3)c(C(=O)O)c2)cc1OC	0.7	-0.2	10	7
53	COc1ccccc1C(=O)NCc1n[nH]c(=S)n1-c1cccc(C(F)(F)F)c1	0.1	-0.3	-3	-11
74	COC(=O)c1nc2n(n1)C(c1ccc(C)cc1)C(C(=O)OC1CCCCC1)=C(C)N2 (centres undefined)	-0.1	-0.1	3	-4
63	CCOC(=O)N1CCC(N2CCCC(CNC(=O)c3ccc(-c4ccccc4)cc3)C2)CC1 (centres undefined)	-0.2	1.7	-1	10
62	O=C(Nc1ccc(Cl)cc1F)c1ccc(SCC(=O)N2CCCCC2)c([N+](=O)[O-])c1	0.0	2.3	-2	-1

Other entries follow.
No.	Compound	FBW7 activator	GPR151 activ	TEAD-YAP block	MITF inh
76	O=C(Nc1cc(-c2nc3ccccc3s2)ccc1Cl)c1ccccc1Cl	0.0	-1.8	-9	6
77	CNC(=O)c1c(NC(=O)c2nc(S(C)(=O)=O)ncc2Cl)sc2c1CCCC2	0.1	-1.1	1	7
78	NC(=O)CSc1nnc(-c2ccccc2)n1CC1CCCO1 (centres undefined)	0.2	-0.5	-4	-7
79	C=C(C)CN1C(=O)NC(CC)(C2CCN(CC3CC=CCC3)CC2)C1=O (centres undefined)	-0.1	1.2	22	8
80	O=C(C1CC1)N1CCN(c2ccc3cccc(-c4ccc(F)cc4)c3n2)CC1	0.2	0.6	7	5
81	Cc1c(Cc2ccccc2)c(N2CCCCC2)n2c(nc3ccccc32)c1C#N	0.1	0.2	-10	7
82	COc1ccc(C(=O)n2c(=S)nc3ccc(Cl)cn32)cc1	0.0	0.8	-17	16
83	COc1cc(-c2cnc3[nH]c(=O)n(Cc4ccccn4)c3n2)cc(OC)c1OC	-0.8	-0.2	-1	-5
84	CCC(c1nnc(SCC(=O)NC23CC4CC(CC(C4)C2)C3)o1)N(C)C (centres undefined)	-0.1	0.6	-3	-9
85	Cc1ccc(NC(=O)C2CCCN(c3ccc(-n4ccnc4)nn3)C2)cc1F (centres undefined)	0.1	-1.1	-6	3
86	COC(=O)CSC1=C(C#N)C(c2ccc(O)cc2)CC(=O)N1 (centres undefined)	0.0	0.5	-4	9
87	CN(Cc1cnc2ccccn12)C(=O)CCC1(Cc2ccc(Cl)cc2)CCC(=O)N1 (centres undefined)	0.1	1.2	-2	-22
88	O=C(CSc1nnc2c(n1)[nH]c1ccccc12)Nc1ccc(Cl)cc1[N+](=O)[O-]	-0.2	3.7	0	3
89	CCOC(=O)CNC(=O)c1cccc([N+](=O)[O-])c1	0.0	0.3	1	2
90	C=CCc1ccccc1OCC(=O)NNC(=S)NCc1ccccc1	-0.1	-0.7	7	9
91	Cc1nccn1C(=O)c1nn(C)c2c1COc1ccccc1-2	0.1	-0.7	0	16
92	CCOc1ccc2c(c1)C(C)=CC(C)(C)N2C(=O)CCl	0.1	-0.8	14	-5
93	NC(=O)C1CCN(C(=O)CCc2nc3ncccc3c(=O)n2Cc2ccccc2)CC1	0.1	-0.1	5	-2
94	Cc1ccc(-c2noc(CCC(=O)NC3CCCCC3)n2)cc1	-0.3	-0.4	-12	4
95	Cc1nc2cc(NS(=O)(=O)c3ccc(Br)cc3)ccc2n1C	0.2	-0.2	-4	18
96	O=C(/C(Cl)=C/Nc1ccc(Cl)cn1)C(F)(F)F	0.7	-0.5	-6	4

Screens deposited in PubChem by The Scripps Research Institute Molecular Screening Center.
